Screening data as filed in PubChem.
E coli growth = counter-screen for AddAB inhibitors: E. coli growth inhibition. E. coli V3065 growth, OD600 absorbance, 18 h. inhibition, % at 11.9 µM. 330,000 tested, 0.27% active. AID 449728;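 active = inhibition above the campaign's mean inhibition across all tested compounds plus 3 SD, cut at about 9.9% in these data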;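 note: uninfected addAB+ strain grown without phage in ampicillin broth; 0% = DMSO wells and 100% = ciprofloxacin 0.95 µg/ml wells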
PKA-R2B activ = activators of human PKA-R2B complex; activation, % at 11.4 µM; 340,000 tested, 0.079% active; PKA-R2B holoenzyme dissociation, Cy5-IP20 fluorescence polarization; R2B truncated from residue 108, S112A mutant; 0% DMSO only, 100% 113 µM cGMP;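 active = activation above a cutoff set at the mean over all compounds plus 3 SD, cut at about 18% in these data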;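 note: higher means more holoenzyme dissociation and a rise in polarization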
Target sequence (P31323 whole entry, looked up, other chains not shown, the tested form may be a part): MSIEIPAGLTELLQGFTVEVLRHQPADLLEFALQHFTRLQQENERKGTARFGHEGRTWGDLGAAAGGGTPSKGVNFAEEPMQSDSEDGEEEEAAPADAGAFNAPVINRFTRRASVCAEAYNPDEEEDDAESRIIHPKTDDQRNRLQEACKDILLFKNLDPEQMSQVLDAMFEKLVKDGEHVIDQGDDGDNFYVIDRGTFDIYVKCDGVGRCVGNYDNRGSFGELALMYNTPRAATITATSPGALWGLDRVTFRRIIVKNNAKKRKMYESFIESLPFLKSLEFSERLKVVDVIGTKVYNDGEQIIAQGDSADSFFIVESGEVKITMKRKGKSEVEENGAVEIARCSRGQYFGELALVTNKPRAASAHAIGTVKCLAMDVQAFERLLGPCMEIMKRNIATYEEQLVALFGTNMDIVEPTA
OPRM1-OPRD1 ag = agonists of human mu-delta opioid receptor heterodimerization; cells, OPRM1-OPRD1 heterodimerization, luminescence; activation, % at 9.3 µM; 340,000 tested, 0.3% active; in the data active = activation above about 18%;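 note: 0% = vehicle-treated cells and 100% = reference agonist; values of inactives mirror those of a sister screen read the other way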
SUMO Mot1 rescue = inhibitors of SUMOylation pathway: yeast Mot1-301 growth rescue | S. cerevisiae Mot1-301 growth rescue, ATP luminescence, 38.5C; percent above DMSO median, 100 means doubled | growth rescue, % at 18.8 µM | 320,000 tested, 1% active | AID 2716;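 active = every valid replicate shows activation above 250% relative to neutral control wells; inactive = the rest, any valid replicate at or below 250%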;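 note: OY570 slx delta 5 strain wells were the positive control but not used for scaling; some compounds called inactive have numbers as strong as hits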
HTR5A inv ctr = counter-screen for OPRM1-OPRD1 inverse agonists: human HTR5A inverse agonism | inhibition, % at 9.3 µM | HTR5A cell line, luminescence | P47898 | AID 504634 | 340,000 tested, 0.083% active; in the data active = inhibition mostly above about 23%, no sharp cut-off; inactive = mostly below about 18%;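 note: 0% = cells with DMSO and 100% = no-cell wells with DMSO; some compounds called inactive have numbers as strong as hits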
Target sequence (P47898 whole entry, looked up): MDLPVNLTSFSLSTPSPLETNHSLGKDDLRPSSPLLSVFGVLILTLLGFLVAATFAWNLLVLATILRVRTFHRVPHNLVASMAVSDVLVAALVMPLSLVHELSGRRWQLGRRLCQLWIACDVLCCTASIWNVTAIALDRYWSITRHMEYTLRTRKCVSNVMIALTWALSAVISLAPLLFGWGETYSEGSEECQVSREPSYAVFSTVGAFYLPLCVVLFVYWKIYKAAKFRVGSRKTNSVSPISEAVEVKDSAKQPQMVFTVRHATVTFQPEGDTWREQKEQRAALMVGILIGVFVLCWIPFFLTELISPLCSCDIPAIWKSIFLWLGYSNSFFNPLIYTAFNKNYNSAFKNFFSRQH
phage Ecoli inh = E. coli growth loss with phage present. growth absorbance. 360,000 tested, 0.26% active. AID 651602. inhibition, % at 11.9 µM; in the data active = inhibition above about 11%
MOR-DOR inv ag = inverse agonists of human mu-delta opioid receptor heterodimerization; P35372+P41143; cell-based MOR-DOR heterodimer luminescence, inverse agonism; inhibition, % at 9.3 µM; 340,000 tested, 0.21% active; AID 504357; in the data active = inhibition above about 22%, passing the limit was not always enough;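 note: 0% = cells with DMSO and 100% = wells without cells with DMSO; values of inactives mirror those of a sister screen read the other way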
AddAB inh = less growth of phage-infected E. coli with AddAB | E. coli expressing H. pylori AddAB, absorbance growth | inhibition, % at 11.9 µM | 330,000 tested, 0.29% active | AID 435030; in the data active = inhibition above about 12%;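 note: 0% = vehicle wells of infected cells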
Tat export inh = blocks Tat-dependent protein export in E. coli; E. coli MC4100 TorA-mCherry Tat export, fluorescence; inhibition, % at 10 µM; 340,000 tested, 0.036% active;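 active = mean replicate inhibition at least 50% and at least half of replicates individually reaching 50%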;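 note: exported cargo escapes ClpAP degradation while cytoplasmic cargo is degraded and loses fluorescence; 0% = median of neutral control wells and 100% = median of NaSCN control wells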
PKA-R1A activ = activators of PKA-R1A complex. P00514+P68181. PKA-R1A dissociation, Cy5-IP20 fluorescence polarization; scaled: DMSO 0%, 113 µM cGMP 100%. activation, % at 11.4 µM. 340,000 tested, 0.083% active. AID 504707;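 active = percent activation above the mean of all tested compounds plus 3 SD, cut at about 19% in these data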;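 note: higher means more PKAc released from R1A so a rise in polarization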
PfHsp90 set2 = growth inhibition of yeast expressing Plasmodium Hsp90. S. cerevisiae expressing PfHsp90, BacTiter-Glo ATP, 48 h; yeast lacking PDR1 and PDR3 efflux regulators. inhibition, % at 9.4 µM. 310,000 tested, 0.32% active. AID 504621;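 active = every replicate shows inhibition above about 80%, whatever the replicate mean, limit read from the data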;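 note: 0% = DMSO neutral controls and 100% = 20 µM radicicol positive controls; yeast relying on Plasmodium falciparum Hsp90 in place of its own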
The depositor's hits bear a star; . = no result given.

SMILES	E coli growth	PKA-R2B activ	OPRM1-OPRD1 ag	SUMO Mot1 rescue	HTR5A inv ctr	phage Ecoli inh	MOR-DOR inv ag	AddAB inh	Tat export inh	PKA-R1A activ	PfHsp90 set2
COc1ccc(C(CCNCc2ccc(F)cc2)c2ccc(F)cc2)cc1 (stereo unspecified)	2.8	-18	9.9	12	4	3.5	-56	6.7	-6	-3	7
NC1=NC(c2ccc([N+](=O)[O-])cc2)N(c2ccc(F)cc2)C(N)=N1 (stereo unspecified)	0.2	-8	-2.5	-1	-21	-2.3	13	2.6	-5	-9	-11
CC(C)[C@H](NC(=O)[C@@H]1CSC2c3ccccc3C(=O)N21)C(=O)N1CCCCC1 (stereo partly specified)	-0.4	-11	-2.2	12	6	0.3	11	-0.2	-12	8	-24
COc1ccc(C2SCCN2C(=S)Nc2cccc(Cl)c2)cc1 (stereo unspecified)	-1.9	-5	0.5	9	-5	3.9	-3	1.0	2	-19	-57
CC(OC(=O)c1ccc2ncsc2c1)C(=O)Nc1cccc(Cl)c1 (stereo unspecified)	-2.8	-10	-3.0	12	13	2.5	12	1.4	-4	-7	.
Cc1ccc(S(=O)(=O)N2CN(Cc3ccco3)c3nc4ccccc4nc32)cc1	-1.1	-3	0.2	16	-11	1.6	-1	-2.3	-17	4	-8
COc1cc(NC(=S)NC(=O)c2ccccc2F)ccc1NC(=O)c1ccco1	-1.9	-3	-1.2	-9	-8	4.3	6	3.5	0	1	-5
Cc1ccnc(NC(=O)c2ccc3c(c2)C(=O)N(CC(C)C)C3=O)c1	-0.6	2	3.4	-25	2	-2.3	-14	-0.8	-8	3	13
CC(Sc1n[nH]c(-c2ccccc2F)n1)C(=O)Nc1ccc(S(N)(=O)=O)cc1 (stereo unspecified)	-2.9	-2	-0.2	92	17	-0.8	1	0.9	14	0	-7
CC(=O)c1ccc(NC(=O)c2ccc(CNc3c(N4CCCC4)c(=O)c3=O)cc2)cc1	0.7	-4	-1.0	132	-36	-1.5	5	0.4	2	-7	0
CC(C)NC(=O)CN(Cc1ccc(F)cc1)C(=O)CCC(=O)Nc1ccccn1	-0.3	-12	-1.6	91	-10	3.8	8	0.2	4	-5	5
O=C(Nc1nnc(C2CC2)s1)c1cncc(Br)c1	0.1	6	-5.3	8	-30	4.8	21	0.8	1	8	1
COc1ccc(C2(C)NC(=O)N(CC(=O)Nc3ccc(-c4nc5ccc(C)cc5s4)cc3)C2=O)cc1 (stereo unspecified)	-3.5	.	.	-11	.	6.3	.	0.5	4	.	-10
Cc1cc(O)cc(O[C@H]2OC(CO)[C@H](O)[C@@H](O)[C@H]2O)c1 (stereo partly specified)	1.5	1	0.5	0	-12	3.8	-3	1.6	2	11	2
Cc1ccc(NC(=O)Nc2cccc(F)c2)nc1	.	4	2.5	10	20	5.8	-13	.	-1	-6	-18
CCCCNC(=O)c1onc(CSc2ccc(F)c(F)c2)c1C(=O)NCCCC	-0.1	-5	1.6	6	9	5.1	-9	1.7	9	4	24
CCCc1c(C(=O)NNc2ccc(C)cc2)cnn1-c1ccccc1	-0.2	-4	-7.8	275	-1	4.1	39*	-0.5	7	-9	-2
O=C1CCCN=C(Nc2ccc(F)c(Cl)c2)S1	-1.2	-17	-2.6	30	-23	0.8	13	-0.3	-2	-13	11
NC(=S)NN=C1CCC(C2CCCCC2)CC1 (stereo unspecified)	.	-4	-4.4	.	-11	2.2	22	.	4	-1	-48
CCOc1ccccc1N(CC(=O)NCCSc1ccccc1)S(C)(=O)=O	-1.6	0	-3.1	-18	10	4.6	16	2.2	-2	-8	32
COc1cc(C(=O)Nc2cc(S(C)(=O)=O)ccc2Cl)ccc1OCC(=O)N1CCOCC1	-1.5	-10	-0.5	1	-20	0.3	2	1.9	-8	1	-7
C/C(=N/NC(=O)c1ccc2c(c1)OCO2)c1ccc(Br)s1	-2.9	9	2.4	21	-8	2.2	-17	3.1	-3	-6	-1
Cc1ccc(S(=O)(=O)N2CCN(C(=O)COC(=O)c3ccc(Br)o3)CC2)c(C)c1	2.2	-13	-1.7	-11	2	2.9	9	1.2	-5	-16	-15
COCCCN1C(=O)/C(=C\c2ccc3c(c2)OCO3)C(C(=O)OC)=C1C	1.1	0	-3.5	.	-29	4.0	17	0.3	1	-7	7
Cc1cccnc1CN1CCN(Cc2nc(Cc3cccc(F)c3)no2)CC1	-1.3	4	-4.3	1	4	-1.9	22	0.9	-5	-1	-19
CC(=O)Nc1ccc(-c2nn[nH]n2)cc1	1.9	0	-0.6	-12	-11	2.1	3	0.9	5	-16	17
O=[N+]([O-])c1cc(C(F)(F)F)c(Cl)cc1N1CCN(CCO)CC1	1.2	-14	-0.7	-9	-32	2.0	4	3.7	2	6	12
Cc1ccn2c(=O)nc(SCC(=O)N3CCCCCC3)nc2c1	-2.6	2	-1.7	-17	3	1.2	11	-0.8	0	-4	.
O=C(NCc1cn2ccccc2n1)c1ccccc1	-2.1	11	-1.2	-2	-11	3.0	7	0.2	-5	-13	-4
O=C(c1ccc(S(=O)(=O)Nc2cccc(C(F)(F)F)c2)cc1)N1CCOCC1	0.8	-9	-2.2	12	-22	1.2	12	0.1	-3	-1	-3
Cc1cc(C)cc(NC(=O)C(OC(=O)c2ccc(NC(=O)CC#N)cc2)c2ccccc2)c1 (stereo unspecified)	-0.8	-15	0.0	7	-12	3.2	0	-1.0	5	-13	.
CCOc1cc(NC(=O)c2ccccc2C(=O)O)c(OCC)cc1NC(=O)c1ccccc1F	-1.2	2	2.7	728	3	-0.2	-15	2.4	-3	2	16
Cc1c(NC(=O)CSc2ccccc2F)c(=O)n(-c2ccccc2)n1C	-1.6	4	-2.3	-6	11	0.5	12	-1.1	4	-7	3
C#CCOCCOCCOCCNc1nc(N2CCN(C(=O)[C@H](CCCCN)n3cc(CCC(=O)O)nn3)CC2)nc(N2CCN(C(=O)[C@H](Cc3ccc(O)cc3)n3cc(CCO)nn3)CC2)n1	.	3	-2.7	.	6	2.9	15	.	-1	-2	-5
O=C(CCN1CCOCC1)NNC(=O)Nc1cccc([N+](=O)[O-])c1	2.6	1	-2.4	-2	1	4.4	12	7.8	-7	4	3
O=C(C=Cc1ccco1)c1ccc([N+](=O)[O-])cc1	.	5	4.8	.	-20	3.5	-23	.	-2	-1	-4
O=C(NNC(=S)Nc1ccc(C(=O)O)c(O)c1)c1ccncc1	.	1	-2.6	.	-9	-1.0	14	.	-5	-3	.
O=C(NC1=NCCS1)c1cccc2ccccc12	2.2	-7	-2.3	-6	8	3.1	11	7.3	-1	-7	-6
CC(C)NC(=S)Nc1cccc2cnccc12	0.9	-9	-0.1	0	3	2.1	1	2.4	-2	-5	-24
CN1/C(=C\C(=O)Nc2ccc(Cl)cc2)C(C)(C)c2ccccc21	0.3	-16	3.6	1	-8	5.3	-24	7.2	0	-2	37
CC1Cn2c(COc3ccccc3)nnc2S1 (stereo unspecified)	-1.9	-9	-2.8	0	-12	3.2	14	5.1	-1	4	0
COCCn1c(=NC(=O)CSCC(=O)N2CCOCC2)sc2ccccc21	-0.7	-4	-2.9	6	1	3.6	9	1.0	-3	-7	17
O=C(CN1C(=O)C2CCCN2c2ncc(Cl)cc21)NCc1ccc2c(c1)OCO2 (stereo unspecified)	.	-5	-3.0	.	-12	-0.3	17	.	-52	-8	-6
CCc1ccc(C(=O)OCC(=O)N2CCCCCC2)cc1	-1.8	-18	-3.7	7	-1	0.9	15	1.5	1	-4	12
COc1cccc(CNC(=O)[C@H](CC(C)C)NC(=O)N2CCn3c2nc2ccccc23)c1	-0.6	0	.	-8	.	4.7	.	1.7	1	1	3
Cc1cc(C)n(-c2ccc(C(=O)Nc3ccc(S(=O)(=O)NCc4ccco4)cc3)cc2)n1	3.5	5	3.5	6	25	4.1	-21	1.1	14	3	2
Cc1ccccc1NC(=O)CN1C(=O)CSc2ccc(S(=O)(=O)N3CCCCC3)cc21	0.2	-9	-1.9	115	-14	4.0	10	0.5	-10	-4	-3
CCC(=O)c1cn(CC(=O)OC)c2ccccc12	3.0	-6	-2.4	-9	-6	3.0	13	0.6	5	-9	-1
COc1ccc(C(CNC(=O)C(C)Oc2ccc(Br)cc2)N2CCCCC2)cc1 (stereo unspecified)	0.3	1	-0.9	3	6	3.2	4	2.7	4	-12	-33
COC(=O)CC1COc2ccccc2N1C(=O)c1ccc(Br)cc1 (stereo unspecified)	0.1	2	0.1	-17	10	0.5	-1	-1.0	-7	-5	7
Nc1nc(NCCCN2CCOCC2)nc(Nc2cccc(F)c2)c1[N+](=O)[O-]	-1.3	1	-2.7	-11	9	2.4	13	1.9	-1	-12	-1
O=C(CC1COc2ccccc2O1)Nc1ccccn1 (stereo unspecified)	0.3	-5	-1.0	9	-8	2.5	6	-0.2	-5	4	-2
COc1ccc(-c2csc(COC(=O)C(C)(C)C)n2)cc1	0.2	10	9.2	194	-1	-0.1	-48	3.6	9	-1	5
C=CCNC(=O)C(=O)N/N=C/c1cccc(Br)c1	0.9	11	-0.1	0	0	0.3	1	1.6	-8	2	17
CSc1ccccc1NC(=O)Nc1cccc2ccccc12	.	0	2.2	1	-2	1.2	-9	.	-1	-6	-4
NC(=O)c1ccccc1OCC(=O)Nc1ccc(Cl)c(Cl)c1	1.8	-10	-1.2	13	-6	1.2	7	0.8	5	-5	-26
O=C(N/N=C/c1ccccc1)c1sccc1OCc1ccc(F)cc1	3.4	3	4.1	15	-24	0.6	-23	2.5	5	-13	6
O=c1c2cnn(-c3ccc(F)cc3)c2ncn1Cc1ccccc1	-0.6	-1	3.2	19	4	1.2	-19	-1.0	4	-9	7
CCCNC1CCS(=O)(=O)C1 (stereo unspecified)	-0.6	12	-1.4	-5	-13	-1.4	8	-0.8	-3	-3	7
Cc1ccc(N/N=C2\COC(C)(C)CC2=O)cc1	-0.4	2	-3.9	249	-10	3.7	18	-1.8	-1	-7	-5

MOR-DOR inv ag: what is marked active above
SMILES | PKA-R2B activ | OPRM1-OPRD1 ag | SUMO Mot1 rescue | phage Ecoli inh | MOR-DOR inv ag | AddAB inh | Tat export inh | PKA-R1A activ
CCCc1c(C(=O)NNc2ccc(C)cc2)cnn1-c1ccccc1 | -4 | -7.8 | 275 | 4.1 | 39* | -0.5 | 7 | -9

(list continues)
SMILES	E coli growth	PKA-R2B activ	OPRM1-OPRD1 ag	SUMO Mot1 rescue	HTR5A inv ctr	phage Ecoli inh	MOR-DOR inv ag	AddAB inh	Tat export inh	PKA-R1A activ	PfHsp90 set2
O=C(N/N=C/c1oc(O)c2ccccc12)c1ccccc1O	0.4	-3	-0.5	-26	0	5.0	3	3.5	4	-7	-3
CCOC(=O)CNC(=O)CSc1nc(NCc2ccccc2)nc(N(C)C)n1	-1.6	-2	-2.5	-5	-3	0.5	11	2.6	-8	-5	17
CCCOc1ccc(N)cc1N	-1.1	-18	8.7	2	7	1.1	-40	2.5	-24	-12	-20
COc1ccc(CNC(=O)CN(C)Cc2ccc(SC)cc2)cc1	0.9	-4	-0.2	6	-1	2.5	1	6.5	3	10	-5
